VIM-2 inh: inhibitors of Pseudomonas aeruginosa VIM-2 metallo-beta-lactamase. purified VIM-2, nitrocefin hydrolysis, epi-absorbance fluorescence. inhibition, % at 5.6 µM. 290,000 compounds, 0.89% hits. AID 1527;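 active = inhibition above the mean of all tested compounds plus 3 SD, cutoff set per screening run, cut at about 7.5% in these data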;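 also: red hydrolysis product quenches plate fluorescence so inhibitors raise well fluorescence; 0% = enzyme with DMSO and 100% = DMSO without enzyme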
PHOSPHO1 block: PHOSPHO1 (human) inhibition; Q8TCT1; inhibition, % at 13.3 µM; 290,000 compounds, 1.1% hits; recombinant PHOSPHO1, absorbance phosphatase assay; in the data active = inhibition above about 60%
IMP-1 inhibitor: inhibitors of Pseudomonas aeruginosa IMP-1 metallo-beta-lactamase | purified IMP-1, nitrocefin hydrolysis, epi-absorbance fluorescence | inhibition, % at 5.6 µM | 290,000 compounds, 0.45% hits | AID 1556;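 active = inhibition above the mean plus 3 SD of all compounds in the same screening run, cut at about 4.5% in these data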;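 also: 0% = IMP-1 with DMSO and 100% = DMSO wells lacking enzyme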
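assay system = purified recombinant IMP-1 metallo-beta-lactamase enzyme | schedule = 15 min preincubation plus 25 min reaction at 25 °C | signal = Epi-absorbance fluorescence, 480 nm excitation, 530 nm emission | read-out basis = percent inhibition from optical density relative to buffer-blank wells | controls = IMP-1 with DMSO as 0%, enzyme-free DMSO as 100%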
IDE cell activ: IDE (human) activation, cell-based. P14735. HEK cells, FAbeta-B cleavage, fluorescence polarization; 0% vehicle, 100% cell-free pure enzyme wells. activation, % at 5.96 µM. 340,000 compounds, 0.073% hits. AID 493087;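 active = activation above the mean of all tested compounds plus 3 SD, set per screening campaign, cut at about 17% in these data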
Target sequence (P14735 whole entry, looked up): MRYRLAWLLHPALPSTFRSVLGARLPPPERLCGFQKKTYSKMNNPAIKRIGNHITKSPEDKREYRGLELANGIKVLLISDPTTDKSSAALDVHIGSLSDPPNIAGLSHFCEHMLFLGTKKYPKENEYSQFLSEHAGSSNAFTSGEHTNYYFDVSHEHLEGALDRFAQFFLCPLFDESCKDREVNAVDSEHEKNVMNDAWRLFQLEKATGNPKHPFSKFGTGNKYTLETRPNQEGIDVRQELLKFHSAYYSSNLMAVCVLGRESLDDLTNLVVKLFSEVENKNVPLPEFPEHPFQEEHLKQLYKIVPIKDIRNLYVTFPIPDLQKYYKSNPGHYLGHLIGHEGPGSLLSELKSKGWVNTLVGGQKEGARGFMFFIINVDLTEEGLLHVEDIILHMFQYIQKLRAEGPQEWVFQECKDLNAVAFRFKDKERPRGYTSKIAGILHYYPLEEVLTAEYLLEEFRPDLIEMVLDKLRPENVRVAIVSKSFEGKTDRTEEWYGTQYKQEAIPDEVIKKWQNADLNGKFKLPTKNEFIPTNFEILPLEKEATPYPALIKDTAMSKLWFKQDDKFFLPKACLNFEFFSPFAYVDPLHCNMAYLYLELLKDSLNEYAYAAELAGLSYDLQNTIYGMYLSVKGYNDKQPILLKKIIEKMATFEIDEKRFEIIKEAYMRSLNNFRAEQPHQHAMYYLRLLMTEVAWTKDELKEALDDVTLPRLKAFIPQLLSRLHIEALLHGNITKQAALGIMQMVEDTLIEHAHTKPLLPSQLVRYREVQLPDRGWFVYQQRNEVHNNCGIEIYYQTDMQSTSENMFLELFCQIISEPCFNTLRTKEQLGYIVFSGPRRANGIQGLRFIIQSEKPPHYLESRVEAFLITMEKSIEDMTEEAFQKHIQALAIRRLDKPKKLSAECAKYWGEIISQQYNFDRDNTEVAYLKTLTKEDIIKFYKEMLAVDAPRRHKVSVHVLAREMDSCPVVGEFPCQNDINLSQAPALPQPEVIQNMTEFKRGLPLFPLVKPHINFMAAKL
MEKK3 PB1 HTS: MEKK3-MEK5 PB1 interaction, increase or decrease. Q99759. bead-based flow cytometry, Alexa488-MEK5 binding to MEKK3; actives lie on both sides; 0 = blocked by unlabeled MEK5, 100 = vehicle. binding response (% of control), % at 10 µM. 290,000 compounds, 1.4% hits. AID 1529;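 active = binding response more than 3 SD above or below the average of its plate-row segment, actives on both sides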;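 also: Alexa488 bead fluorescence after subtracting the streptavidin-only scavenger bead signal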
FID counter: fluorescent intercalator displacement, NS3 helicase counter-screen; DNA fluorescent intercalator displacement, fluorescence; inhibition, % at 7.9 µM; 290,000 compounds, 0.17% hits; in the data active = inhibition above about 37%;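 also: 0% = vehicle and 100% = reference compound; higher means more ethidium bromide displaced from hairpin DNA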
HCV NS3 hel inh: HCV NS3 helicase inhibition; AID 1800; NS3 helicase DNA unwinding, Cy5 molecular beacon fluorescence; 290,000 compounds, 0.56% hits; inhibition, % at 10.9 µM;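 active = inhibition above the mean of all tested compounds plus 3 SD, set per campaign, cut at about 35% in these data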;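 also: 0% = DMSO wells and 100% = thioflavine S control wells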
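Compound dosing – single dose, 10.9 µM nominal final, DMSO 0.8% final · System – NS3 helicase fragment of HCV · Buffer or medium – MOPS pH 6.5, MgCl2, DTT, Tween20, BSA · Signal – Cy5 beacon fluorescence read at start and 1 h · Also added – annealed dual-labelled DNA beacon duplex, ATP-started · Schedule – 1 h at 25 °C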
p-CIP stab down: p/CIP protein destabilization; Q05BA5; F442A p/CIP-EGFP cells, EGFP fluorescence, 16 h; decrease of EGFP signal, % at 10 µM; 290,000 compounds, 0.01% hits; AID 1984;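 active = EGFP signal decrease of at least 30% at 10 µM or well 3 SD below plate mean, unless failing retest; inactive = the rest, including hits failing retest or dose response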; also: some compounds called inactive have numbers as strong as hits; many of its hits are not listed in these tables
UBC9 SUMO inh: inhibitors of human SUMOylation (UBC9). inhibition, % at 35 µM. P63279. HTRF SUMOylation assay, SAE1/SAE2 + UBC9, in vitro. 290,000 compounds, 0.36% hits. AID 2006; in the data active = inhibition above about 50%, passing the limit was not always enough; also: strong numbers were not always called active
* marks the source's active call; other numbers are inactive results; · = no result given; & = joins results of further samples.

A first look, 3 compounds:
SMILES	VIM-2 inh	PHOSPHO1 block	IMP-1 inhibitor	IDE cell activ	MEKK3 PB1 HTS	FID counter	HCV NS3 hel inh	p-CIP stab down	UBC9 SUMO inh
CCCN(C(=O)CCNC(=O)Cn1cnc2ccccc2c1=O)c1cccc(Cl)c1	-2.2	2	-3.4	1	97	-33	3	-13	5
Cc1ccc(C(=O)NC2CCCC2)s1	-0.2	3	-1.5	5	104	-3	1	-11	9
O=c1cc(Cl)c(-c2ccccc2)nn1Cc1ccc(Cl)cc1	-1.4	11	-1.3	-4	99	-27	-5	6	-13

All compounds of this part, repeating the preview:
SMILES	VIM-2 inh	PHOSPHO1 block	IMP-1 inhibitor	IDE cell activ	MEKK3 PB1 HTS	FID counter	HCV NS3 hel inh	p-CIP stab down	UBC9 SUMO inh
CCCN(C(=O)CCNC(=O)Cn1cnc2ccccc2c1=O)c1cccc(Cl)c1	-2.2	2	-3.4	1	97	-33	3	-13	5
Cc1ccc(C(=O)NC2CCCC2)s1	-0.2	3	-1.5	5	104	-3	1	-11	9
O=c1cc(Cl)c(-c2ccccc2)nn1Cc1ccc(Cl)cc1	-1.4	11	-1.3	-4	99	-27	-5	6	-13
O=C1/C(=C\c2ccccn2)SC(=S)N1c1ccc(S(=O)(=O)Nc2nccs2)cc1	0.9	3	-0.7	-10	103	-9	36*	-10	39
Cc1ccccc1/C=N\NC(=O)c1csnn1	-5.5	15	-2.3	6	103	-3	7	-5	-13
Cc1ccc(C(=O)NCC(=O)OCC(=O)NC2CCS(=O)(=O)C2)cc1C (stereo unspecified)	-0.6	-8	-5.2	2	100	-5	5	2	-12
O=C(O)C1CCC(=O)N1C1c2ccccc2Oc2ccccc21 (stereo unspecified)	-2.3	-9	-2.7	3	104	1	8	-4	1
COc1cc(/C(C)=N/NC(=O)CSc2nc3ccccc3[nH]2)ccc1O	-1.4	36	-1.4	7	107	-9	2	-3	15
COc1ccc(-n2nc3c(c2NC(=O)c2ccc(Br)cc2)CS(=O)C3)cc1 (stereo unspecified)	-1.8	-3	-1.6	5	101	-21	-4	-6	5
Cn1cnnc1SCC(=O)Nc1cc(S(=O)(=O)N2CCCCC2)ccc1Cl	-0.3	16	-0.7	1	62	-15	-7	1	14
COc1cc(OC)c(C2=NOC(C(=O)O)C2)cc1Cl (stereo unspecified)	0.3	2	-0.7	4	87	1	-5	-6	16
O=C1C/C(=C\c2c(F)cccc2Cl)N2CCC1CC2	-6.0	40	-3.9	4	99	-6	6	-2	6
COc1cccc(COc2ccc(N(C)S(=O)(=O)c3ccccc3)cc2)c1	-2.4	30	-2.6	7	104	-14	-3	10	-26
Cc1ccsc1/C=N\NC(=O)c1n[nH]c2c1CCC2	-1.5	-12	-3.7	4	95	0	1	6	-1
COc1ccc(C2CC(=O)N3CN(c4ccccc4F)CSC3=C2C#N)cc1OC (stereo unspecified)	-2.3	90*	-0.7	-10	110	-19	2	-2	35
Cc1cc(C)n(-c2nc3ccccc3n3c(C)nnc23)n1	0.8	-10	-1.6	-1	79	-10	3	1	15
COc1ccc(N2C(=O)C(OC(C)=O)C2c2ccc(C)cc2)cc1 (stereo unspecified)	-5.4	-3	-2.2	-2	99	-5	0	-8	4
CC(=O)Nc1cccc(-c2nc3ccc(NC(C)=O)cc3[nH]2)c1	1.1	17	-1.1	4	107	8	-2	5	7
COc1ccc(C(=O)C2CCCN(C(=O)c3ccnn3C)C2)cc1OC (stereo unspecified)	-1.9	7	-2.5	1	99	-20	13	4	2
C=CCNC(=O)CSc1nc2sccc2c(=O)n1-c1ccccc1	-3.2	12	-4.6	0	100	-11	-4	1	-4
CCN(CC)C(=O)COc1coc(CN2CCN(Cc3ccccc3)CC2)cc1=O	-2.3	36	-3.2	-2	101	-9	-1	-12	8
O=C(CCNC(=O)C1CCN(S(=O)(=O)c2ccc(F)cc2)CC1)NCCc1ccc(Cl)cc1	-3.7	64*	-3.5	-2	101	-54	-9	4	0
CCOC(=O)c1nnn(-c2nonc2N)c1-c1ccc(OCC)cc1	-3.6	12	-2.7	4	90	-14	0	-2	2
Cc1cc(Nc2cccc(Cl)c2)nc(N2CCOCC2)n1	-3.1	25	0.3	-2	101	-3	-4	2	-8
O=C(CSc1nccn1-c1ccc(F)cc1)NCc1ccc2c(c1)OCO2	-1.9	65*	-4.0	7	101	-13	1	-2	20

The list goes on.
SMILES	VIM-2 inh	PHOSPHO1 block	IMP-1 inhibitor	IDE cell activ	MEKK3 PB1 HTS	FID counter	HCV NS3 hel inh	p-CIP stab down	UBC9 SUMO inh
Cc1ccc(/C=C/C(=O)Nc2ccc(O)c3c(=O)cc(-c4ccccc4Cl)oc23)cc1	·	31	·	5	89	·	·	-11	-9
COc1ccc(-c2noc(-c3ccoc3C)n2)cc1OC	-2.0	10	-3.9	0	98	-8	7	-13	-1
CCn1c(SCC(=O)N2CCCc3ccccc32)nc2ccccc2c1=O	-1.1	-36	-1.3	3	104	-20	0	-13	1
CC(=O)Nc1ccc(S(=O)(=O)NCc2ccc(C(=O)NCc3ccc4c(c3)OCO4)cc2)cc1	-3.5	-1	-5.2	1	103&104	-13	-4	5	-1
OCCC1CN(Cc2ccc3nsnc3c2)CCN1C1CCCC1 (stereo unspecified)	-2.2	15	-2.1	-2	98	1	18	2	-4
CCOc1ccc(-c2nnc(SCC(=O)N3CCCC3)o2)cc1	-1.6	24	-2.3	0	103	-23	0	2	0
N/C(=N\O)c1cccc(CS(=O)(=O)c2ccccn2)c1	-1.5	10	-4.8	6	104	1	8	-20	4
CSCc1nc2sc(C(=O)Nc3nc(C)cs3)c(C)c2c(=O)[nH]1	-5.3	23	-2.2	1	107	-11	6	-7	24
Cc1ccc(-c2nc3ccccc3s2)cc1NC(=O)c1cc(-n2cnnc2)ccc1Cl	-0.8	-4	-1.2	0	104	-1	4	0	-26
CCc1ccc(N2CC(C(=O)Nc3ccc(F)cc3)CC2=O)cc1 (stereo unspecified)	-0.9	15	-1.6	-3	97	-22	-9	-9	2
O=C(NCCCN1CCOCC1)c1cc2cc(Br)ccc2oc1=O	-2.2	-4	-2.8	5	106	4	1	5	1
O=C(/C=C/C=C/c1ccccc1)c1ccco1	-0.1	26	2.2	0	94	-13	9	-3	31
Cc1cc(Nc2ccccc2)n2nc(C)c(-c3ccccc3)c2n1	-0.8	-6	-0.9	3	101	-1	-6	9	7
Cc1ccccc1CN(c1ccc(C(=O)N2CCCC2)cc1)S(C)(=O)=O	-0.6	0	4.2	-5	103	-25	-3	-9	12
CC(C)N(C(=O)CSc1nnc(-c2ccc3c(c2)OCO3)n1C)C(C)C	-2.2	-26	-3.0	5	105	-31	1	9	6
CCOc1ccc(/C=N/Nc2ccc(Cl)nn2)c(O)c1	-2.1	10	-3.2	9	100	-6	11	-7	10
CCOc1cc(/C=C2\SC(=Nc3ccc(F)cc3)N(c3ccc(F)cc3)C2=O)ccc1OCC(=O)O	-0.4	12	-1.6	·	102	44*	12	-15	26
COc1ccc(C(=O)COc2ccc3ccc(=O)oc3c2)c(OC)c1	6.8	37	-3.4	1	103	-28	15	-8	11
O=C(NNC1CC(=O)N(c2ccc3c(c2)OCCO3)C1=O)c1ccccc1 (stereo unspecified)	-0.3	36	-1.9	7	102	2	18	-1	19
Cc1cc(C)n(C(=O)c2ccc(C)c(Br)c2)n1	-2.0	16	-2.1	3	94	-2	3	11	10
COc1cccc(C2N(c3ccc(Cl)c(Cl)c3)C(=O)C3CCCN32)c1OC (stereo unspecified)	-4.0	16	-4.3	-3	99	2	6	-2	3
CC(C)OP(=O)(c1ccc(N(C)C)cc1)C(Nc1ccccc1)c1ccccc1 (stereo unspecified)	-1.9	-1	-4.2	8	95	-41	-18	7	2
CCS(=O)(=O)n1nc(-c2ccc(OC)cc2)nc1N	-1.7	19	-1.2	5	107	-7	-1	-2	-15
O=[N+]([O-])c1ccc(-c2cnc(NO)nc2)cc1	0.6	-11	-4.8	1	113	-1	-4	-5	2
CCCOc1ccc(N2C(=O)CC(S/C(N)=N/N=C(\C)c3cccs3)C2=O)cc1 (stereo unspecified)	-5.9	12	-3.0	2	110	-15	-17	-16	-3

Not a retest: entries from further up.
SMILES	VIM-2 inh	PHOSPHO1 block	IMP-1 inhibitor	IDE cell activ	MEKK3 PB1 HTS	FID counter	HCV NS3 hel inh	p-CIP stab down	UBC9 SUMO inh
Cc1ccc(/C=C/C(=O)Nc2ccc(O)c3c(=O)cc(-c4ccccc4Cl)oc23)cc1	·	31	·	5	89	·	·	-11	-9
COc1ccc(-c2noc(-c3ccoc3C)n2)cc1OC	-2.0	10	-3.9	0	98	-8	7	-13	-1
CCn1c(SCC(=O)N2CCCc3ccccc32)nc2ccccc2c1=O	-1.1	-36	-1.3	3	104	-20	0	-13	1
CC(=O)Nc1ccc(S(=O)(=O)NCc2ccc(C(=O)NCc3ccc4c(c3)OCO4)cc2)cc1	-3.5	-1	-5.2	1	103&104	-13	-4	5	-1
OCCC1CN(Cc2ccc3nsnc3c2)CCN1C1CCCC1 (stereo unspecified)	-2.2	15	-2.1	-2	98	1	18	2	-4

6 entries out of the list above, arranged by their value in IMP-1 inhibitor, ascending.
compound | IMP-1 inhibitor
CC(=O)Nc1ccc(S(=O)(=O)NCc2ccc(C(=O)NCc3ccc4c(c3)OCO4)cc2)cc1 | -5.2
N/C(=N\O)c1cccc(CS(=O)(=O)c2ccccn2)c1 | -4.8
CC(C)OP(=O)(c1ccc(N(C)C)cc1)C(Nc1ccccc1)c1ccccc1 (stereo unspecified) | -4.2
CSCc1nc2sc(C(=O)Nc3nc(C)cs3)c(C)c2c(=O)[nH]1 | -2.2
Cc1cc(C)n(C(=O)c2ccc(C)c(Br)c2)n1 | -2.1
CCc1ccc(N2CC(C(=O)Nc3ccc(F)cc3)CC2=O)cc1 (stereo unspecified) | -1.6

Following part.
SMILES	VIM-2 inh	PHOSPHO1 block	IMP-1 inhibitor	IDE cell activ	MEKK3 PB1 HTS	FID counter	HCV NS3 hel inh	p-CIP stab down	UBC9 SUMO inh
O=C(Nc1ccc(F)cc1F)N1CCCN(c2ccc(C(F)(F)F)cn2)CC1	-1.9	36	-1.8	3	96	-16	8	-13	22
Cc1ccc(S(=O)(=O)CCN2CCC(n3cccc3)CC2)cc1	1.0	42	0.0	3	92	-6	-6	7	11
Cc1ccc(NC(=S)NC2CCN(Cc3ccccc3)CC2)c(C)c1	0.4	2	-4.5	2	107	5	-12	7	-18
CC(C)c1ccc(NC2CCCN(C(=O)c3cnc4ccccn4c3=O)C2)cc1 (stereo unspecified)	0.2	47	-1.8	5	97	-5	1	-9	4
COC(=O)Nc1ccc(SCC(=O)c2cccc([N+](=O)[O-])c2)cc1	1.0	38	1.1	3	101	11	-6	5	4
COCC(=O)n1nc(-c2ccccc2)nc1NCc1cccs1	-2.5	42	-4.2	2	99	12	6	2	12
Clc1ccc(Cn2ncc3c(NCc4ccccc4)ncnc32)cc1	-2.7	-9	0.7	-6	106	-18	-10	-2	-10
Cc1[nH]n(-c2ccc([N+](=O)[O-])cc2)c(=O)c1C=NCCN1CCN(C(=O)c2ccc(F)cc2)CC1	-4.6	-16	-1.9	4	·	-2	3	-5	3
Cc1ccc(-c2noc(-c3ccoc3C)n2)cc1	-0.7	22	-2.9	0	104	-2	-1	6	-5

Screening data as filed in PubChem BioAssay.

A portion of the library; count on the stated rates, not on these rows.
